PMI inhibitors = inhibitors of human PMI, primary screen, biochemical, fluorescence intensity, coupled assay (AID 1209); purified PMI enzyme, coupled fluorescence intensity; higher % means a stronger effect; Mannose-6-phosphate isomerase (Homo sapiens); actives 0.42% (n = 190,000); one-dose inhibition, % at 20 µM; IC50 in µM for titrated hits;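 also: plate controls were DMSO vehicle for no effect and wells lacking substrate for full effect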
PMI inhibition = human PMI inhibitors, high substrate, primary screen, biochemical, fluorescence intensity, high mannose 6-phosphate (AID 1220); Mannose-6-phosphate isomerase (Homo sapiens); recombinant PMI enzyme, coupled fluorescence intensity; higher % means a stronger effect; one-dose inhibition, % at 20 µM; IC50 in µM for titrated hits; actives 0.66% (n = 190,000)
TNAP activation fold = human TNAP enzyme activators, primary screen, biochemical, luminescent, no phosphate acceptor, uHTS (AID 1001); purified TNAP, luminescent activation assay, no phosphate acceptor; higher activation fold means a stronger effect; one-dose activation fold at 20 µM; EC50 in µM for titrated hits; actives 0.03% (n = 200,000); in the data active = activation fold from about 3, or a potency from the dose series; inactive = the rest, 99 in 100 with activation fold below about 1.6; also: many of its hits are not listed in these tables
P. falciparum M17LAP = P. falciparum M17LAP inhibitors, primary screen, biochemical, fluorogenic H-Leu-NHMec substrate, 1536-well (AID 1619). one-dose inhibition, % at 30 µM; IC50 in µM for titrated hits. Leucine aminopeptidase (Plasmodium falciparum (isolate 3D7)). recombinant M17LAP, H-Leu-NHMec fluorogenic kinetic assay; higher % means a stronger effect. actives 0.38% (n = 220,000);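 active = compound inhibiting the enzyme by more than half at any dose during confirmatory dose-response retesting; inconclusive = strong single-dose inhibitors picked by rank but not retested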;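 also: plate controls were full reaction with DMSO carrier for no effect and no enzyme background for full effect; strong numbers were not always called active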
K1F lysis inhibition = inhibition of K1F phage lysis, E. coli UTI89, bacterial capsule biogenesis inhibitors, alamar blue (AID 488966); E. coli UTI89 K1F phage lysis, alamar blue, 2 h; higher % means a stronger effect; inhibition, % at 100 µM; hits with a dose series show IC50 in µM; actives 0.02% (n = 340,000);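 active = phage lysis inhibition, versus mean bacterial control, above a set limit; inconclusive = no clear call, values can overlap the other calls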;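 also: capsule biogenesis inhibitors block K1F phage lysis so surviving cells raise fluorescence; higher fluorescence means more inhibition of phage lysis; actives were called in the ten point dose series up to 300 µM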
XIAP antagonists = XIAP antagonists, biochemical, IAP family, fluorescence polarization (AID 1018); actives 0.007% (n = 200,000); XIAP BIR domain, fluorescence polarization peptide displacement; higher % means a stronger effect; displacement, % at 20 µM; hits with a dose series show IC50 in µM; in the data active = displacement above about 50%; also: a part of the inactive calls stands beside numbers as strong as those of hits
Hep lipid drop = inhibitors of hepatocyte lipid droplet formation, primary screen, imaging, high-throughput imaging, BODIPY stain; AID 1656, 2009; inhibition, % at 6.5 µM; AML12 mouse hepatocytes, oleate lipid droplets; actives 0.4% (n = 240,000);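 active = lipid droplet intensity inhibited by at least 50%, with more than 500 cells counted; inconclusive = wells with under 300 cells, treated as cytotoxic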
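Material – mouse AML12 hepatocyte cell line, fixed after treatment · Compound dosing – one dose, 6.5 µM compound · Times – compound with oleate, overnight · Measured by – Image-based BODIPY and DAPI two-channel analysis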
SIAH1 antagonists = Siah-1 peptide-binding antagonists, primary screen, biochemical, fluorescence polarization, rhodamine-plectin, uHTS (AID 1817). E3 ubiquitin-protein ligase SIAH1 (Homo sapiens). Siah-1 / rhodamine-plectin peptide fluorescence polarization; higher % means a stronger effect. one-dose displacement, % at 20 µM; IC50 in µM for titrated hits. actives 0.02% (n = 290,000);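 active = displacement of at least 50% at 20 µM, with a fluorescence ratio check between 0.3 and a set limit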;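 also: plate controls were Siah plus tracer with DMSO for no effect and tracer alone without Siah for full effect; strong numbers were not always called active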
M1AAP inhibition = P. falciparum M1AAP inhibitors, biochemical, fluorogenic H-Leu-NHMec substrate, 1536-well (AID 1445). Aminopeptidase N (Plasmodium falciparum (isolate 3D7)). recombinant M1AAP, H-Leu-NHMec fluorogenic kinetic assay; higher % means a stronger effect. one-dose inhibition, % at 30 µM; IC50 in µM for titrated hits. actives 0.42% (n = 220,000);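 active = primary inhibition above the hit cutoff, then over 50% inhibition at one or more dose response concentrations, cut at about 23% in these data, passing the limit was not always enough; inconclusive = conflicting primary data, or primary hits not chosen for dose response; inactive = low primary inhibition, or under 50% at every dose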;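 also: plate controls were DMSO full reaction for no effect and no enzyme background for full effect; strong numbers were not always called active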
Hep lipid drop cells 6.5 µM = also measured in Hep lipid drop; calls as there; cell count; measured here: cell count, cytotoxicity flag;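 cells counted across two imaged fields per well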
* hit, by the source's call; ? = inconclusive; . = not tested or not shown; [ ] = remark or other dose. Rule as the data show it, unless noted: active = inhibition above about 50%; inactive = the rest.

SMILES	PMI inhibitors	PMI inhibition	TNAP activation fold	P. falciparum M17LAP	K1F lysis inhibition	XIAP antagonists	Hep lipid drop	Hep lipid drop cells 6.5 µM	SIAH1 antagonists	M1AAP inhibition
C=CCNC(=O)C12CC3(C)CC(C)(CC(C)(C3)C1)C2	6.0%	6.4%	1.1	0.8%	1.1%	-3.8%	7.2	809	-4.9%	0.9%
COc1cc2c(=O)n(CCCN3CCOCC3)c(=S)[nH]c2c(OC)c1OC	-5.4%	2.4%	1.1	22.7%	0.2%	-6.4%	.	.	-0.4%	1.9%
Cc1cc(C)cc(-n2c(C)cc(C=C(C#N)C#N)c2C)c1	10.4%	12.8%	1	-1.2%	0.2%	-11.7%	.	.	8.5%	9.7%
Cc1onc(-c2ccccc2Cl)c1C(=O)N1CCN(c2nc3ccccc3s2)CC1	14.1%	5.3%	1	4.4%	3.5%	-10.1%	-21.5	774	-4.8%	0.3%
COc1ccc(CC(=O)Nc2c3c(nn2-c2cccc(C)c2C)CS(=O)C3)cc1 (stereo not given)	-1.0%	9.1%	1.1	1.3%	-1.0%	-5.1%	.	.	-0.6%	4.3%
O=C1OCC(Cn2c3ccccc3c3ccccc32)O1 (stereo not given)	-3.6%	-2.9%	1.1	-10.2%	0.1%	-6.2%	.	.	4.8%	14.2%
CN(/C(=N/S(=O)(=O)c1cccs1)c1ccccc1)c1ccccc1	1.0%	-1.6%	1.1	7.7%	0.5%[50 µM]	-3.0%	1.1	675	1.1%	8.4%
Cc1ccc(-n2c(C)cc(C(=O)CSc3n[nH]c(N)n3)c2C)cc1	-2.2%	-3.9%	1.2	8.0%	9.9%	0.5%	.	.	6.7%	-1.7%
Cc1ccc(SCCC(=O)N2CCC(C(N)=O)CC2)cc1	6.3%	10.8%	0.8	8.7%	2.4%	-4.5%	.	.	-2.1%	8.4%
Cn1ncc2c(N3CCN(c4ccc(Cl)c(Cl)c4)CC3)ncnc21	-6.3%	-2.2%	1.1	-8.0%	0.0%	-8.1%	-23.5	515	4.9%	-6.0%
CCOC(=O)C1(C)C=C(Nc2ccc(OCC)cc2)C(=O)N1c1ccccc1 (stereo not given)	11.1%	0.8%	1.1	-10.7%	0.1%	-6.9%	-12.3	711	11.7%	4.2%
N#CC(c1ccccc1)c1ccc(C(=O)c2ccc(F)cc2)cc1 (stereo not given)	0.7%	0.5%	1	5.6%	-0.2%	-3.3%	4.1	766	1.8%	4.0%
Cc1cc2ccccc2n1CCNC(=O)c1ccc(S(=O)(=O)N2CCOCC2)cc1	-44.4%	-85.5%	1	-3.7%	2.7%	26.0%	1.8	729	6.8%	1.7%
Cc1csc(NC(=O)c2cccc(S(=O)(=O)N3CCCCC3)c2)n1	6.7%	5.7%	1	0.8%	-0.2%	-1.3%	-19.2	697	-1.8%	13.5%
CCc1ccc(NC(=O)CSc2nnc(SCC(=O)Nc3ccc(CC)cc3)n2N)cc1	-0.4%	-1.4%	1	12.9%	0.1%	-2.5%	-3.0	796	1.7%	-7.2%
CCOC(=O)c1cnc(-c2ccccc2)nc1N1CC(C)OC(C)C1 (stereo not given)	5.3%	-2.1%	1.1	2.8%	0.2%	1.2%	-0.4	656	-3.9%	1.3%
Cc1ccc(OCCCCN(C)Cc2ccccc2)c(Br)c1	-5.4%	0.9%	1.1	4.3%	11.9%	-1.8%	-27.4	655	8.4%	0.7%
O=C(NCCc1ccccc1)C1CCC(CNS(=O)(=O)c2cccs2)CC1 (stereo not given)	-10.1%	-12.1%	1.2	8.8%	0.4%	-5.3%	8.0	776	8.4%	-2.9%
CCc1cccc(CC)c1NC(=O)/C(C#N)=C/c1ccccc1C(F)(F)F	6.9%	-0.6%	1	-5.9%	1.7%	-6.8%	1.8	582	4.1%	4.9%
CN(C)c1nc(N)nc(CSc2nnnn2-c2ccc(C(=O)O)cc2)n1	-4.6%	-2.2%	1.1	0.1%	3.0%	-1.4%	-15.3	687	2.5%	-1.1%
CCC(C(=O)N1CCN(c2ncccn2)CC1)c1ccccc1 (stereo not given)	.	.	.	0.6%	0.3%	.	15.7	663	-4.0%	-2.5%
O=C(CSc1ccccn1)Nc1nncs1	-0.4%	-2.3%	1.1	-1.6%	0.0%	-1.3%	-0.5	725	4.5%	-0.6%
CCC(NC(=O)Nc1ncccc1C)(C(F)(F)F)C(F)(F)F	-3.8%	-6.1%	1.1	-5.1%	0.1%	0.7%	.	.	-1.6%	10.6%
CCOC(=O)C1C(C(=O)OCC)C1(c1ccccc1)c1ccccc1 (stereo not given)	12.6%	7.2%	1.1	-5.8%	-7.4%	-23.5%	-68.9	612	4.8%	3.6%
Cc1nc2ccccc2nc1OCC(=O)N1CCN(c2ccccc2)CC1	-3.0%	-6.0%	1.1	10.2%	2.4%	-6.2%	.	.	-2.0%	14.8%
Cc1ccc(C(=O)Nc2ccccc2C(=O)N2CCOCC2)cc1[N+](=O)[O-]	6.0%	1.5%	1.1	3.7%	-2.5%	-9.9%	-17.6	572	4.2%	-1.2%
O=C(Nc1ccccc1)N1CCN(c2nc(-c3ccccc3)ns2)CC1	.	.	.	13.2%	1.1%	.	6.2	720	10.9%	7.9%
CCc1nc2ccccc2n(CCOCCOCCn2c(=O)c(CC)nc3ccccc32)c1=O	-3.6%	-3.1%	1.1	10.6%	0.2%	-8.3%	.	.	1.1%	10.5%
C/C(=N\NC(=S)Nc1cccc(C)c1)c1cccc(N)c1	-1.7%	-8.4%	1.1	15.2%	1.6%[50 µM]	-3.5%	-6.3	597	-0.7%	10.8%
NC(=S)N/N=C/c1coc2ccc(Cl)cc2c1=O	16.8%	14.9%	1.1	2.6%	-1.7%	-8.9%	-0.7	675	1.5%	4.2%
COc1ccccc1N=Nc1nc(-c2ccccc2)c(-c2ccccc2)[nH]1	11.0%	2.5%	0.8	-8.1%	1.9%[50 µM]	-8.5%	-1.7	525	5.4%	2.4%
CN(c1ccccc1)S(=O)(=O)c1ccc(C(=O)NCC2CCCO2)cc1 (stereo not given)	12.0%	11.2%	1.1	-15.1%	3.6%	-25.2%	-19.4	808	-2.4%	-3.5%
O=C(CCCNS(=O)(=O)c1cccs1)N1CCN(c2ccc(F)cc2)CC1	0.3%	-6.0%	1	1.7%	1.6%	-0.7%	-2.7	611	2.0%	-2.0%
O=C(NNC(=O)c1cccnc1)Nc1cccc(Cl)c1Cl	13.3%	3.1%	1.3	9.5%	2.9%[50 µM]	-3.8%	-0.7	645	3.8%	8.4%
O=C(N/N=C/c1cn(-c2ccccc2)nc1-c1cccs1)c1ccc(Cl)cc1	10.3%	13.0%	1.1	-16.2%	-0.2%	-3.0%	.	.	8.4%	12.3%
CCCCn1c(NC(=O)c2ccccc2Cl)c(C#N)c2nc3ccccc3nc21	5.6%	53.7%*	1	-2.5%	-0.7%	-19.6%	.	.	0.9%	?
CCOC(=O)c1ccc(-c2ccc(/C=C(\C#N)C(=O)NCc3cccs3)o2)cc1	3.1%	-1.2%	1.3	-1.6%	5.5%	-1.3%	-11.1	539	10.4%	4.3%
Cc1ccc(N2C(=O)CSC2c2cccs2)cc1 (stereo not given)	12.6%	13.7%	1.1	-1.2%	1.4%	-2.6%	.	.	-3.9%	0.9%
COc1ccc(NC(=O)c2cccnc2)c([N+](=O)[O-])c1	-15.7%	-4.5%	1	22.5%	-0.7%	-1.3%	-10.0	698	-3.8%	0.6%
O=C(CNC1CCCCC1)NCC1(c2ccccc2)CCCC1	-12.3%	-14.8%	1.1	5.7%	0.3%	-0.8%	12.7	647	8.5%	4.0%
Cc1cc(C(=O)CSc2cccc[n+]2[O-])c(C)n1-c1ccc(OC(F)F)cc1	.	.	.	-13.0%	-0.1%	.	-24.6	615	-4.3%	-4.2%
COC(=O)c1cn(C(C)C(=O)NCc2ccco2)c2ccccc12 (stereo not given)	9.9%	4.4%	1	-2.3%	0.4%	-4.1%	-2.1	790	0.5%	6.2%
COc1ccc(NC(=O)c2ccc(S(=O)(=O)N3CCOCC3)cc2)c(OC)c1	7.2%	6.1%	1	8.6%	1.3%	-8.6%	0.7	668	0.4%	7.4%
O=c1oc2cc(Oc3ccc(C(F)(F)F)cc3[N+](=O)[O-])ccc2c2c1CCC2	9.3%	-1.9%	1	1.9%	0.3%	-4.9%	14.6	702	2.5%	5.6%
Cc1ccc(OCCOCCn2ccnc2)c(Br)c1	4.4%	-4.6%	1.1	10.0%	-0.4%	-5.7%	.	.	-2.7%	-6.3%

Sorted by number of heavy atoms (falling): some entries from above
SMILES	PMI inhibitors	PMI inhibition	TNAP activation fold	P. falciparum M17LAP	K1F lysis inhibition	XIAP antagonists	Hep lipid drop	Hep lipid drop cells 6.5 µM	SIAH1 antagonists	M1AAP inhibition
CCc1nc2ccccc2n(CCOCCOCCn2c(=O)c(CC)nc3ccccc32)c1=O	-3.6%	-3.1%	1.1	10.6%	0.2%	-8.3%	.	.	1.1%	10.5%
O=c1oc2cc(Oc3ccc(C(F)(F)F)cc3[N+](=O)[O-])ccc2c2c1CCC2	9.3%	-1.9%	1	1.9%	0.3%	-4.9%	14.6	702	2.5%	5.6%
CN(/C(=N/S(=O)(=O)c1cccs1)c1ccccc1)c1ccccc1	1.0%	-1.6%	1.1	7.7%	0.5%[50 µM]	-3.0%	1.1	675	1.1%	8.4%

Next part
SMILES	PMI inhibitors	PMI inhibition	TNAP activation fold	P. falciparum M17LAP	K1F lysis inhibition	XIAP antagonists	Hep lipid drop	Hep lipid drop cells 6.5 µM	SIAH1 antagonists	M1AAP inhibition
Cn1c(Cc2cccc3ccccc23)nnc1SCC(=O)N1CCN(c2ccccc2)CC1	10.0%	9.6%	1	3.1%	-0.4%	-2.7%	.	.	1.3%	1.9%
Cc1noc(C)c1COc1ccc(C(=O)OCC(=O)NCc2ccccc2Cl)cc1	22.4%	8.0%	1.1	14.7%	3.5%	-7.0%	3.3	663	6.9%	5.2%
Cc1cccc(CNc2ccc(C(CC(N)=O)NC(=O)Cc3cccc4ccccc34)cc2[N+](=O)[O-])c1 (stereo not given)	.	.	.	-15.3%	1.4%	.	2.9	670	11.9%	-2.5%
Cc1cc(C)c2nc(N3CCC(C(=O)N4CCN(c5ncccn5)CC4)CC3)sc2c1	-5.2%	-7.6%	1.1	8.9%	-1.3%	-3.1%	2.8	709	-2.1%	-1.2%
O=C(CN1CCCC1)OCCCc1ccccc1	7.5%	11.3%	1.1	6.5%	-0.1%	0.2%	-3.6	638	-1.5%	3.0%

High-throughput results deposited in PubChem BioAssay by several laboratories.
